LEDGF integ inh = blocks HIV-1 LEDGF/p75-dependent DNA integration; AID 743269; 0.64% of 370,000 active; TR-FRET IN-LEDGF/p75 DNA integration, Eu/Cy5; inhibition, % at 3.7 µM;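 active = inhibition above the screen-wide mean plus 3 SD, cut at about 13% in these data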;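 note: signal is the Cy5 over europium emission ratio at 671 and 618 nm; 0% = plate median of compound wells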
SIAE primary = human SIAE inhibition, primary screen; Q9HAT2; SIAE FP-Rh probe binding, fluorescence polarization; inhibition, % at 9.66 µM; 0.69% of 370,000 active;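 active = inhibition above a cutoff: mean of compounds within the control limits plus 3 SD of those, cut at about 17% in these data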;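 note: 0% = plate median of compound wells and 100% = probe without SIAE protein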
GC-B act = GC-B (human) receptor activation. P20594. HEK293-GC-B cells, CNP EC30, cGMP TR-FRET; 0% at EC30 CNP, 100% saturating CNP. activation, % at 10 µM. 0.11% of 370,000 active. AID 1920062;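 active = activation at 10 µM reaching about 35% in either raw or pattern-adjusted values, limit read from the data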
ABHD4 inh = ABHD4 (mouse) inhibition, primary FP screen | Q8VD66 | purified mABHD4, FP-Rh probe fluorescence polarization | inhibition, % at 8.92 µM | 0.54% of 370,000 active | AID 720543;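 active = inhibition exceeding the mean over every tested compound plus 3 SD, cut at about 30% in these data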;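 note: 0% = plate median of compound wells and 100% = S159A mutant with DMSO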
Target sequence (Q8VD66 whole entry, looked up): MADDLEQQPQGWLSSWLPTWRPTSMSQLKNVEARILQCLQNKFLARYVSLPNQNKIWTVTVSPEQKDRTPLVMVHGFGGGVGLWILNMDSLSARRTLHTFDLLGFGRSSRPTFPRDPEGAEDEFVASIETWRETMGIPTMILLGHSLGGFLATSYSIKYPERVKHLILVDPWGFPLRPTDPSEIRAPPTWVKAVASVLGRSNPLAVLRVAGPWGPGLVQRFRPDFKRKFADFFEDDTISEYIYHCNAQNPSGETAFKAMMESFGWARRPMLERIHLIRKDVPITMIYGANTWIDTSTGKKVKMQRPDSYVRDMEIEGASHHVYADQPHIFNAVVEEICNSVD
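Material: mouse ABHD4 enzyme, wild type; Benchmarks: S159A mutant high control, sample median low control; Buffer or medium: HEPES pH 7.0, NaCl, Pluronic buffer; Signal: fluorescence polarization; Read-out: percent inhibition of probe binding, normalized to plate controls; Timing: pre-incubation 45 min, probe exposure 60 min, at 25 °C; Dosing: 8.92 µM, single dose.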
HTRA1 inh = blocks human HTRA1 serine peptidase; recombinant HTRA1, FP-rhodamine activity-based probe, fluorescence polarization; Q92743; inhibition, % at 5.96 µM; 0.5% of 340,000 active; in the data active = inhibition above about 36%;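 note: 0% = enzyme with DMSO and 100% = wells lacking enzyme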
TCR-CD3 inh = blocks the human TCR-CD3 interaction; TAMRA-labeled TCR probe fluorescence, biochemical; inhibition, % at 9.4 µM; 0.37% of 360,000 active; AID 651800; in the data active = inhibition above about 19%;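 note: recombinant mutant TCR 2C K166C tagged with TAMRA read by polarization; 0% = receptor in buffer alone and 100% = receptor with positive control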
MBD2 inh = blocks human MBD2 binding to methylated DNA. 0.31% of 370,000 active. inhibition, % at 4.4 µM. Q9UBB5. TR-FRET, MBD2 binding to methylated oligonucleotide; in the data active = inhibition above about 13%
rCAG RNA binder = binds r(CAG) RNA repeats; inhibition, % at 3 µM; 1.3% of 370,000 active; r(CAG) RNA repeat, TO-PRO-1 dye displacement fluorescence; AID 651821;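 active = inhibition above the plate cutoff, the mean of all test compounds on that plate plus 3 SD, cut at about 35% in these data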;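 note: 0% = DMSO alone and 100% = 100 µM mitoxantrone as full dye displacement; higher means more dye released from RNA so lower well fluorescence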
TDP2 inh = TDP2 (human) inhibition, absorbance primary screen. O95551. 0.34% of 370,000 active. inhibition, % at 12.8 µM. AID 720702. recombinant TDP2, T5PNP hydrolysis, p-nitrophenol absorbance 415 nm;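 active = inhibition above the mean of all tested compounds plus 3 SD, set per campaign, cut at about 25% in these data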;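 note: 0% = DMSO with enzyme and 100% = buffer with substrate but no TDP2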
Target sequence (O95551 whole entry, looked up): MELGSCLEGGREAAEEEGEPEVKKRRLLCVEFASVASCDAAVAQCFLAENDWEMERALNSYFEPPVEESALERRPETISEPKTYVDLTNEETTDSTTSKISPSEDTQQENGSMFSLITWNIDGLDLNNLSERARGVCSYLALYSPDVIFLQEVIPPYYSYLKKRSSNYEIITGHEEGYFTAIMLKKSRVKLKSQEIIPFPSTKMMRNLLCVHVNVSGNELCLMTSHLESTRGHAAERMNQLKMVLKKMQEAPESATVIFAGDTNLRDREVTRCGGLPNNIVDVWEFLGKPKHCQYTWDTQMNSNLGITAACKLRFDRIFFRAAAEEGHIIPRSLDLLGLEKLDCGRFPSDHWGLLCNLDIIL
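Test system: Human TDP2 enzyme | Reagent: 5 mM T5PNP | Compound dosing: 12.8 µM single point, 1% DMSO | Incubation: Enzyme reaction with compound for 2 h at 37 °C | Technique: p-Nitrophenol epi absorbance | Read-out: % inhibition relative to enzyme-containing and enzyme-free wells | Benchmarks: High control without enzyme, low control DMSO plus TDP2 | Replicates: Singlicate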
PRMT1 inh = blocks human protein arginine methyltransferase 1. Q99873. recombinant PRMT1, activity-based probe fluorescence polarization. inhibition, % at 2.79 µM. 1.3% of 370,000 active;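 active = inhibition above about 21% made by adding two undisclosed values, limit read from the data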
Target sequence (Q99873 whole entry, looked up): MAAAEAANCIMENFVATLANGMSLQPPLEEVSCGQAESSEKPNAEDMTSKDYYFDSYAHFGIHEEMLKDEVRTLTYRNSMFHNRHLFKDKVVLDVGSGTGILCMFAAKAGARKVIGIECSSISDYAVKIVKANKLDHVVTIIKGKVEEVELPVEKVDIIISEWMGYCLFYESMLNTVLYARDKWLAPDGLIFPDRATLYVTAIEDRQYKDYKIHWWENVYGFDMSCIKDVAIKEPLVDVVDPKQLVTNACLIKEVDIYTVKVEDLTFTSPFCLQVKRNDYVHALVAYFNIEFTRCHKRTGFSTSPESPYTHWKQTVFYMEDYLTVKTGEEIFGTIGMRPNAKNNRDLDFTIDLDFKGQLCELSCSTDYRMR
Starred values were filed as active, the others as inactive; / = no result given. The list is partial, so the mix of outcomes need not match the whole.

The first two entries, ahead of the listing:
SMILES	LEDGF integ inh	SIAE primary	GC-B act	ABHD4 inh	HTRA1 inh	TCR-CD3 inh	MBD2 inh	rCAG RNA binder	TDP2 inh	PRMT1 inh
Cc1cccc(C)c1NC(=O)C1(C)CSCC(=O)N1CCC(C)C (centres undefined)	3	-3	-4	0	/	2	-5	0	8	-6
FC(F)Sc1nnc(-c2cccs2)n1-c1ccccc1	2	-4	5	-7	-8	6	0	-2	-8	0

The listing, previewed entries included:
SMILES	LEDGF integ inh	SIAE primary	GC-B act	ABHD4 inh	HTRA1 inh	TCR-CD3 inh	MBD2 inh	rCAG RNA binder	TDP2 inh	PRMT1 inh
Cc1cccc(C)c1NC(=O)C1(C)CSCC(=O)N1CCC(C)C (centres undefined)	3	-3	-4	0	/	2	-5	0	8	-6
FC(F)Sc1nnc(-c2cccs2)n1-c1ccccc1	2	-4	5	-7	-8	6	0	-2	-8	0
c1ccc(N2CCN(c3ccccc3)C2c2cccs2)cc1	1	7	-9	2	7	4	1	-1	-1	-3
FC(F)(F)c1cc(CCN2C(=S)NC[C@@H]2c2ccccc2)cc(C(F)(F)F)c1	-2	-1	0	-7	-25	8	0	-7	-13	0
CCN(c1ccccc1)S(=O)(=O)c1cc(NC(=O)CSc2n[nH]c(=O)[nH]c2=O)ccc1Cl	1	-49	2	-85	-54	66*	7	48*	-7	1
CC(C)C1Oc2ccccc2N(CC(=O)NCCCN2C(C)CCCC2C)C1=O (centres undefined)	5	4	-2	-7	2	0	-7	0	-6	-3
O=C(/C=C/c1ccc2c(c1)OCO2)N1CCN(c2ccccc2F)CC1	0	-1	-2	-1	-8	-5	0	1	4	-1
C[C@H](CO)N1C[C@H](C)[C@H](CN(C)S(=O)(=O)c2ccc(Oc3ccccc3)nc2)OCc2cnnn2CCCC1=O	-1	4	4	1	0	-3	-3	1	6	-3
COC(=O)c1ccccc1NC(=O)[C@@H]1CCC(=O)N1C1OC(=O)c2c1ccc(OC)c2OC (some centres undefined)	0	-12	-5	-4	2	-1	3	1	-11	5
O=C(NCCN1CCCCCC1)C1CCC(CNS(=O)(=O)c2cccc3cccnc23)CC1 (centres undefined)	1	3	-9	7	-1	8	-9	7	1	1
Nc1nc(SCC(=O)c2cccc([N+](=O)[O-])c2)n[nH]1	4	-1	-5	-2	-4	-1	2	8	-11	17
CC(C)(C)CC(=O)Nc1cccc2c1CCCC2	0	1	2	-9	6	8	5	7	-1	0
CCOC(=O)C1=C(C)N=c2s/c(=C3\C(=O)Nc4ccccc43)c(=O)n2C1c1ccc2c(c1)OCO2 (centres undefined)	-4	-23	10	-17	-5	0	-1	33	-11	21
CSc1cccc(NC(=S)N2CCC(c3ccccc3)C2)c1 (centres undefined)	2	-8	1	-7	-7	0	-4	-2	-3	0
Cc1ccc(OCC(=O)NNC(=O)CCc2ccccc2)c(Br)c1	3	3	-2	-2	-2	-1	-3	0	3	-4

SMILES	LEDGF integ inh	SIAE primary	GC-B act	ABHD4 inh	HTRA1 inh	TCR-CD3 inh	MBD2 inh	rCAG RNA binder	TDP2 inh	PRMT1 inh
CCc1cc(C(=O)N/N=C/c2c(C)[nH]c3ccccc23)cs1	0	3	1	17	4	-4	1	3	7	-3
CC(=O)c1c(C)nn(-c2ccccc2)c1C	-9	-5	-4	2	2	-9	2	-4	-3	4
COc1ccccc1NS(=O)(=O)c1ccc(O)c(C(=O)OCC(=O)Nc2ccccc2F)c1	-1	5	3	-1	-4	-3	-5	13	-6	-1
CCCCC(NC(C)=O)c1nc2ccccc2n1CCCC (centres undefined)	-3	4	-9	0	-2	1	6	-9	1	-3
COc1cc(OC)c(OC)cc1/C=C1/C(=O)N=C(N)N1C	-1	-2	-9	3	9	-8	-1	3	-2	1
COc1cc(C(=O)NC(=S)Nc2ccc(Cl)cn2)cc(OC)c1OC	-6	2	-2	-6	3	-5	3	-1	-11	-1
COC(=O)c1ccc(Cn2cc(Cl)cn2)o1	-5	-4	8	0	1	-12	1	-2	-3	7
CS(=O)(=O)N1CCN(c2ccccc2NC(=O)c2ccc(-c3ccc(Br)cc3)o2)CC1	-1	-2	34	5	-35	3	-3	9	-1	1
COc1ccc(C(=O)NCC(c2cccs2)N2CCc3ccccc32)cc1OC (centres undefined)	4	-4	-2	-9	0	2	-6	4	11	-4
CCOC(=O)c1c(C)c(C(=O)N2CCN(c3cccc(Cl)c3)CC2)c(C)n1C	-2	3	1	-3	-7	11	1	-4	7	0
Cc1nn(-c2ccccc2)c(Cl)c1C(=O)NC1CCCCC1	-2	-1	6	2	-2	7	0	-5	-5	-1
CCN1CCN(S(=O)(=O)c2cc3c(cc2Cl)NC(=O)CO3)CC1	-2	1	5	-5	5	-2	2	2	7	-1
COc1ccc(Cl)cc1N(CC(=O)NC1CC2CCC1C2)S(=O)(=O)c1ccccc1 (centres undefined)	0	-2	-16	28	-23	-2	0	-5	1	1
C[C@@H]1CN([C@@H](C)CO)C(=O)c2cc(Br)cnc2O[C@@H]1CN(C)S(C)(=O)=O	1	1	-2	4	-1	5	5	0	-4	0
COc1cc(C)ccc1OCCCCOc1ccccc1C(C)=O	-5	-4	6	-1	-12	7	-1	1	-2	2

Ordered by molecular weight (high to low): part of the list above
SMILES	LEDGF integ inh	SIAE primary	GC-B act	ABHD4 inh	HTRA1 inh	TCR-CD3 inh	MBD2 inh	rCAG RNA binder	TDP2 inh	PRMT1 inh
CS(=O)(=O)N1CCN(c2ccccc2NC(=O)c2ccc(-c3ccc(Br)cc3)o2)CC1	-1	-2	34	5	-35	3	-3	9	-1	1
C[C@@H]1CN([C@@H](C)CO)C(=O)c2cc(Br)cnc2O[C@@H]1CN(C)S(C)(=O)=O	1	1	-2	4	-1	5	5	0	-4	0
COc1ccc(Cl)cc1N(CC(=O)NC1CC2CCC1C2)S(=O)(=O)c1ccccc1 (centres undefined)	0	-2	-16	28	-23	-2	0	-5	1	1
COc1ccc(C(=O)NCC(c2cccs2)N2CCc3ccccc32)cc1OC (centres undefined)	4	-4	-2	-9	0	2	-6	4	11	-4
CCOC(=O)c1c(C)c(C(=O)N2CCN(c3cccc(Cl)c3)CC2)c(C)n1C	-2	3	1	-3	-7	11	1	-4	7	0
Cc1ccc(OCC(=O)NNC(=O)CCc2ccccc2)c(Br)c1	3	3	-2	-2	-2	-1	-3	0	3	-4
COc1cc(C(=O)NC(=S)Nc2ccc(Cl)cn2)cc(OC)c1OC	-6	2	-2	-6	3	-5	3	-1	-11	-1
CCN1CCN(S(=O)(=O)c2cc3c(cc2Cl)NC(=O)CO3)CC1	-2	1	5	-5	5	-2	2	2	7	-1
COc1cc(C)ccc1OCCCCOc1ccccc1C(C)=O	-5	-4	6	-1	-12	7	-1	1	-2	2
CCCCC(NC(C)=O)c1nc2ccccc2n1CCCC (centres undefined)	-3	4	-9	0	-2	1	6	-9	1	-3
COc1cc(OC)c(OC)cc1/C=C1/C(=O)N=C(N)N1C	-1	-2	-9	3	9	-8	-1	3	-2	1
COC(=O)c1ccc(Cn2cc(Cl)cn2)o1	-5	-4	8	0	1	-12	1	-2	-3	7
CC(=O)c1c(C)nn(-c2ccccc2)c1C	-9	-5	-4	2	2	-9	2	-4	-3	4

(list continues)
SMILES	LEDGF integ inh	SIAE primary	GC-B act	ABHD4 inh	HTRA1 inh	TCR-CD3 inh	MBD2 inh	rCAG RNA binder	TDP2 inh	PRMT1 inh
Cc1ccc(OCCNCC(O)COc2ccccc2)cc1 (centres undefined)	2	4	0	7	0	6	0	-2	21	-1
Nc1ccc2nn(-c3cc([N+](=O)[O-])ccc3O)nc2c1	-3	-1	-6	9	9	8	-3	15	-10	4
CCOc1ccc2c(c1)C(c1ccccc1)=NNC(c1ccccc1)=N2	0	3	0	-4	-19	2	-2	4	-2	1
Cc1cc(N/N=C/c2cccc(Br)c2)nc2ccccc12	3	5	-1	-9	4	1	2	4	-11	-1
O=C(CN1C(=O)NC(c2ccccc2)(c2ccccc2)C1=O)N1CCN(c2ccc(F)cc2)CC1	4	0	-2	-7	-22	-2	4	1	-6	-3
COc1ccc([N+](=O)[O-])cc1NC(=S)Nc1ccccc1	0	-3	7	-14	0	-1	4	4	0	3
Cn1c(N2CCN(c3ccccn3)CC2)nc2c1c(=O)n(Cc1ccc(Cl)cc1)c(=O)n2C	4	3	1	9	1	0	8	-3	6	1
O=C(NC1CCS(=O)(=O)C1)c1ccccc1C(=O)c1ccccc1 (centres undefined)	-2	-2	-2	0	-5	10	3	-2	4	-4
COc1ccc(CCNC(=O)c2c(O)c3ccccc3[nH]c2=O)cc1OC	1	-1	3	-6	2	-2	0	0	3	7
CCN(Cc1ccccc1)S(=O)(=O)c1ccc2c(c1)NC(=O)CS2	-2	-1	-6	6	-12	5	-5	-2	-12	-1
COC(=O)c1cccc(/C=N/NC(N)=S)c1O	5	15	-9	0	11	34*	-5	2	-17	-4
Cc1c(CC(=O)O)c(=O)oc2cc(OCc3ccc(F)cc3F)ccc12	7	-9	-10	-4	0	4	0	14	-1	-1
O=C(CCc1nnc(CCc2ccccc2)o1)N1CCCCC1CCn1cccn1 (centres undefined)	-3	-3	0	3	-1	-2	-2	-6	-1	1
CCOCc1nnc(NC(=O)CSc2ccc(C)cc2)s1	1	1	7	-1	1	3	0	1	6	1
CCOc1cc(C(=S)N2CCOCC2)cc(Br)c1OS(=O)(=O)c1ccccc1	3	6	-2	-1	-19	3	2	0	19	4

SMILES	LEDGF integ inh	SIAE primary	GC-B act	ABHD4 inh	HTRA1 inh	TCR-CD3 inh	MBD2 inh	rCAG RNA binder	TDP2 inh	PRMT1 inh
Cc1ccc(N2CC(C(=O)Nc3nc4ccc(S(C)(=O)=O)cc4s3)CC2=O)cc1C (centres undefined)	-1	-7	0	1	-11	6	0	7	1	0
Cc1ccc(C(=O)Nc2nncs2)cc1S(=O)(=O)N1CCOCC1	3	0	1	2	-3	-2	3	-1	-1	2
c1ccc(-c2csc3ncnc(NCCN4CCOCC4)c23)cc1	1	5	-3	-5	-13	0	2	-5	-2	-1
O=C(c1ccc2c(c1)OCO2)C1CCCN(Cc2ccc(OC(F)F)cc2)C1 (centres undefined)	1	-5	0	-3	-8	0	5	-5	-3	-1
CC(=O)c1ccc(NC(=S)N2c3ccccc3CC2C)cc1 (centres undefined)	-11	-7	0	-6	3	-7	5	7	-14	9
CCOC(=O)C1=C(O)C(=O)N(c2ccccc2)C1c1cccc([N+](=O)[O-])c1 (centres undefined)	-3	-2	0	5	2	1	-6	4	12	1
CC1=CC(C)(C)N2C(=O)C3(C(C#N)=C(N)Oc4cc(C)oc(=O)c43)c3cc(C)cc1c32 (centres undefined)	-1	-3	-3	-1	-4	10	3	-3	-3	-3
COC(=O)[C@]1(Cc2ccccc2)N[C@H](CN(C)C(=O)Nc2ccc(F)cc2)[C@@H]2C(=O)N(Cc3ccccc3)C(=O)[C@@H]21	-7	-9	0	-6	-6	2	3	9	-3	3
COc1cc(CSc2nnnn2-c2ccc(C)cc2)cc(OC)c1OC	-5	-7	-1	-3	-7	-5	2	-8	-13	-2

Screens from PubChem.
